# PI5P4Ka inh = qHTS for Inhibitors of phosphatidylinositol 5-phosphate 4-kinase (PI5P4K). 1.2% of 330,000 active. PI5P4Kalpha enzyme, ADP-Glo luminescence, 60 min; hits give low values. max response, %; active means max response of -50% or lower; inconclusive means between -30% and -50%; inactive means -30% or higher; further: value at the top dose of about 77 µM; on the % scale 0 is the no-effect control and ±100 the full control effect
#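 ADP-Glo luminescence end-point read after a 60 min room-temperature kinase reaction of PI5P4Kalpha plus substrate, initiated with ATP at 5 microM final. Buffer: 0.038 M HEPES pH 7.4, EGTA, 0.1% CHAPS, 5% DMSO.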
# WRN inhibitor = qHTS for Inhibitors of WRN Helicase | Bifunctional 3'-5' exonuclease/ATP-dependent helicase WRN (Homo sapiens), Q14191 | WRN helicase unwinding, fluorescent forked duplex, kinetic | Potency, µM (doses to about 114 µM), for the others: at the top dose activity change, negative = inhibition, usual class: inhibitors | 0.46% of 360,000 active; further: potency means the concentration at half of the fitted maximal effect; on the % scale 0 is the no-effect control and ±100 the full control effect; nearly all actives have a fitted effect of over 55% in size
# Target sequence (Q14191 whole entry, looked up): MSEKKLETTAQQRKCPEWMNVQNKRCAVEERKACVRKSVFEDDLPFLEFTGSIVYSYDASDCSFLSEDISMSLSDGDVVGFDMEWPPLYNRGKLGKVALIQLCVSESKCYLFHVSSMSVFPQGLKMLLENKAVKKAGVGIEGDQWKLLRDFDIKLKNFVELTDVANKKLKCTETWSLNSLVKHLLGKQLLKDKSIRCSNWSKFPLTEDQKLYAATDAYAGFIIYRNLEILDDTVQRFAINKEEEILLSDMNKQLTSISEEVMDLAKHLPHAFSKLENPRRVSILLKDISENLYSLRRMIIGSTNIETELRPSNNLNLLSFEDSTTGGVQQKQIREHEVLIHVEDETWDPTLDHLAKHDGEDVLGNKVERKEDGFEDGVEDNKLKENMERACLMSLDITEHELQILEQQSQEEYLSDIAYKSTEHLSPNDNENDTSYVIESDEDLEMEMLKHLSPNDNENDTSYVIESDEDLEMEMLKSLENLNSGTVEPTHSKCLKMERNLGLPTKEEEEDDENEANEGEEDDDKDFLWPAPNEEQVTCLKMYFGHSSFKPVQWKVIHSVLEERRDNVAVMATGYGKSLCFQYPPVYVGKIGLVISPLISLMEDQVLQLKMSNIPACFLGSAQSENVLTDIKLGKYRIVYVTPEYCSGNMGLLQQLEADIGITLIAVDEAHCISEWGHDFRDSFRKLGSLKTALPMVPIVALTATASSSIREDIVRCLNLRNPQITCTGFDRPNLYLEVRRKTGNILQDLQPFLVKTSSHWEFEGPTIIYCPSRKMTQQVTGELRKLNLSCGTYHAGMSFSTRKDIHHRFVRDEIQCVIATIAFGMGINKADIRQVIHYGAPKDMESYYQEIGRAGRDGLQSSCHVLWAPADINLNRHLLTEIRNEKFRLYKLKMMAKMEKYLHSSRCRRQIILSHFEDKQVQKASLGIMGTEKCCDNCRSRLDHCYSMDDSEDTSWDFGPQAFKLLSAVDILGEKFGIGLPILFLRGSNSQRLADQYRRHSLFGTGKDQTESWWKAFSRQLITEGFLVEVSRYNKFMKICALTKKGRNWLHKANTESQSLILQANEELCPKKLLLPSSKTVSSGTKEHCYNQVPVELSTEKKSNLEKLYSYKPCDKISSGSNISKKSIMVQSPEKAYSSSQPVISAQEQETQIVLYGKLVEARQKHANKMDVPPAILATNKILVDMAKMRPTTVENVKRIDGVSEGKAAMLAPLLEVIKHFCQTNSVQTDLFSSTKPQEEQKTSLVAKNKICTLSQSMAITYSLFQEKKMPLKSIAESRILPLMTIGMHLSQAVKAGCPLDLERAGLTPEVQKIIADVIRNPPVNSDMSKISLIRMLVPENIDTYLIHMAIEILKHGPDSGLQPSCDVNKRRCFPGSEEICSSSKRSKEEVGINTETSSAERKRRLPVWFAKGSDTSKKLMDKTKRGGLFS
#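 WRN at 20 nM final was preincubated with compound for 15 min at room temperature; reaction started with 100 nM forked duplex oligonucleotide carrying fluorophore and quencher plus 2 mM ATP (final). Unwinding followed kinetically by red fluorescence (ex 525/em 598 nm).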
# IL-2 act = qHTS of IL-2 Activators. IL-2 activation reporter assay, cell-based qHTS; stimulated with anti-CD3/CD4/CD28 beads; in transgenic mouse T cells. activation, % (series mostly up to about 46 µM). 0.065% of 360,000 active; in the data active means activation above about 50%; inconclusive means mostly about 30% to 49%; further: 0% is about no effect
#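 EGFP and DsRed fluorescence is measured by plate cytometry in unstimulated transgenic mouse T cells exposed to compound for 60 minutes, then stimulated 18 hours at 37 degrees C with anti-CD3/anti-CD4 beads plus anti-CD28.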
# D3 ag = qHTS of D3 Dopamine Receptor Agonist: qHTS; max activation, %; D(3) dopamine receptor (Homo sapiens), P35462; 0.58% of 410,000 active; D3R DiscoveRx beta-arrestin cells, luminescence, 90 min; in the data active means max activation above about 30%; further: 0% is about no effect; mostly tested at two doses, the higher about 12 µM
#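 Cells at 1500/well, incubated overnight, then treated with pinned compounds (dopamine as control) for 90 min at 37 degrees C. DiscoveRx reagent added for 30 - 60 minutes at room temperature; luminescence read.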
# GLP1R inv ag = qHTS of GLP-1 Receptor Inverse Agonists (Inhibition Mode); AID 624417, 2012; Potency, µM (series often up to 38.3 µM), for the others: top-dose activity change, negative = inhibition, actives largely listed as inhibitors; 1.6% of 410,000 active; HEK293 GLP-1R CRE-luciferase, luminescence, 24 h; GLP-1R form is constitutively active; further: potency means the concentration at half of the fitted maximal effect; on the % scale 0 is the no-effect control and ±100 the full control effect; nearly all actives have a fitted effect of over 55% in size
#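 GLP-1R inverse agonism mode: basal reporter luminescence in engineered HEK293 cells measured after one day of compound exposure at 37 deg C, with a 12 min room-temperature detection step.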
# GLP-1R agonist = qHTS of GLP-1 Receptor Agonists | Glucagon-like peptide 1 receptor (Homo sapiens), P43220 | 0.007% of 380,000 active | HEK293 GLP-1R CRE-luciferase, luminescence, 4-6 h; cells express a hypersensitive GLP-1R form | Potency, µM (highest dose often 45.6 µM), for inactives: at the highest dose activation, usual class: activators; further: potency means the concentration at half of the fitted maximal effect; % of control where 0% means no effect
# GLP1R cytotox = qHTS of GLP-1 Receptor Inverse Agonists: Cytotox Screen; HEK293 cAMP-luciferase reporter cells, luminescence, 24 h; Potency, µM (titrated, usually from 38.3 µM), without a hit: at the highest dose activity change, negative = inhibition, usual class: inhibitors; 0.13% of 410,000 active;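 further: loss of luciferase light is scored as toxicity; potency means the concentration at half of the fitted maximal effect; on the % scale 0 is the no-effect control and ±100 the full control effect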
#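 Here, cytotoxicity is scored as loss of luminescence. The MLSMR collection was tested on cells seeded in medium containing 10% Nu serum, with a 24 hr compound exposure preceded by 12 hours of culture.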
# PLK1 PBD inh = qHTS for Inhibitors of PLK1-PDB (polo-like kinase 1 - polo-box domain): Primary Screen | Serine/threonine-protein kinase PLK1 (Homo sapiens), P53350 | Plk1 PBD binding of FITC phosphopeptide, fluorescence polarization | Potency, µM, for inactives: max response, negative = inhibition, hits mostly inhibitors | 2.8% of 360,000 active | AID 720504, 2013; further: potency means the concentration at half of the fitted maximal effect; series mostly up to about 57 µM; on the % scale 0 is the no-effect control and ±100 the full control effect; nearly all actives have a fitted effect of over 65% in size
# D3 antag = qHTS of D3 Dopamine Receptor Antagonist: qHTS; AID 652054, 2013; max response, negative = inhibition, %; 2.5% of 360,000 active; D3R cells, DiscoveRx beta-arrestin luminescence, antagonist mode; hits give low values; D(3) dopamine receptor (Homo sapiens), P35462; in the data active means max response below about -50%; inconclusive means no clear call, values can overlap the other calls; further: on the % scale 0 is the no-effect control and ±100 the full control effect; mostly tested at two doses, the higher about 12 µM
#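 Cells expressing the human receptor were seeded at 1500 cells/well, incubated overnight at 37 degrees C in 5% CO2, then exposed to library compounds with dopamine controls for 90 minutes at 37 degrees C before luminescent detection.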
# Numbers without * were called inactive; ? = inconclusive; . = not tested or not shown; [ ] = dose if it differs, or a comment. Unless noted, the call rests on the fitted dose curve; in most records, active means well fitted curve in the direction sought with a large enough effect; inconclusive means small, poorly fitted or top-dose-only effect, or another doubt; inactive means no such curve, though single readings can be large; an effect the other way counts as inactive or inconclusive.
structure	PI5P4Ka inh	WRN inhibitor	IL-2 act	D3 ag	GLP1R inv ag	GLP-1R agonist	GLP1R cytotox	PLK1 PBD inh	D3 antag
Cc1nn(-c2ccccc2)c(C)c1/C=C/C(=O)OCC(=O)Nc1ccc(S(N)(=O)=O)cc1	-1.4	-4.0%	0.3	-7.3	5.4%	-4.6%	-4.8%	-3.5%	1.8
CCS(=O)(=O)N1CCC(C(=O)NCCC2=CCCCC2)CC1	.	-1.7%	0.8	0.4	6.0%	-5.9%	-18.2%	0.2%	9.4
CSc1ccccc1NC(=O)Nc1ccc(Cl)cc1	.	-18.7%	1.6	-26.2	?	-18.6%	-11.3%	-19.1%	?
CCOC(=O)C1(Cc2ccccc2)CCN(Cc2ccc3cc(NC(C)=O)ccc3n2)CC1	1.2	1.2%	3.0	-9.0	?	12.4%	-8.8%	-0.4%	5.4
COc1ccccc1C(=O)COC(=O)c1ccccc1OCC(=O)Nc1ccc(SC(F)F)cc1	-1.5	-31.0%	-3.7	19.2	20.3%	2.9%	2.7%	-0.9%	70.3
Cc1ccccc1Nc1nn2c(=O)c3ccc(C(=O)NCCc4ccc(Cl)cc4)cc3nc2s1	.	.	.	4.2	-10.4%	-7.4%	15.4%	.	.
COc1ccc([N+](=O)[O-])cc1N(CC(O)Cn1nnc2ccccc21)S(=O)(=O)c1ccc(C)cc1 (configuration not stated)	-1.9	-22.5%	5.1	-7.0	-16.1%	3.4%	4.5%	-5.1%	-23.2
O=C(COc1cc(Cl)c(Cl)cc1Cl)NCCc1ccccn1	-8.7	2.0%	0.1	-0.2	12.2%	2.5%	15.2%	-9.8%	-14.3
Cc1ccc(C(=O)c2cn(Cc3cccc(C)c3)c3nc(C)ccc3c2=O)cc1	.	.	.	9.5	?	0.2%	3.7%	.	.
COc1ccccc1NC(=O)COc1ccc(CO)cc1Cl	1.5	-3.1%	0.3	1.4	55.7%[activator]	20.5%	-2.0%	0.9%	-0.7
COC(=O)C1=C(Nc2ccccc2NC(=O)CCCC(=O)O)CSC1	2.7	12.2%	1.0	-0.1	-23.1%	2.1%	-13.0%	-6.3%	3.0
Cc1cccc(NC(=O)COc2nsnc2N2CCOCC2)c1	-1.6	-2.8%	3.0	-6.3	?	-1.3%	-10.4%	-6.0%	-7.2
O=C(NC(=S)N1CCOCC1)C12CCC3CC(CC(C3)C1)C2	2.5	-11.1%	-0.3	-3.2	?	-1.5%	?	29.9µM*	3.2
COc1ccc(/C=C/C(=O)NC(=S)NNC(=O)c2cccnc2)cc1OC	-28.0	-11.2%	0.5	3.3	43.2%	-1.2%	17.2%	-7.7%	-60.8*
COc1ccc(CCNC(=O)c2cc(-c3ccccn3)nc3c(Cl)cccc23)cc1OC	-10.6	0.8%	-5.3	-6.6	10.0%	8.5%	4.9%	-4.5%	1.5

# As entered above:
# Under PLK1 PBD inh, COc1ccccc1C(=O)COC(=O)c1ccccc1OCC(=O)Nc1ccc(SC(F)F)cc1 is entered as -0.9%
# Under D3 ag, Cc1cccc(NC(=O)COc2nsnc2N2CCOCC2)c1 is entered as -6.3
# Under WRN inhibitor, COc1ccc(CCNC(=O)c2cc(-c3ccccn3)nc3c(Cl)cccc23)cc1OC is entered as 0.8%
# Under PLK1 PBD inh, COc1ccc([N+](=O)[O-])cc1N(CC(O)Cn1nnc2ccccc21)S(=O)(=O)c1ccc(C)cc1 (configuration not stated) is entered as -5.1%
# Under GLP-1R agonist, Cc1ccc(C(=O)c2cn(Cc3cccc(C)c3)c3nc(C)ccc3c2=O)cc1 is entered as 0.2%

# More entries follow:
structure	PI5P4Ka inh	WRN inhibitor	IL-2 act	D3 ag	GLP1R inv ag	GLP-1R agonist	GLP1R cytotox	PLK1 PBD inh	D3 antag
O=C(COc1ccc2ccccc2c1)N1CCN(c2ccccc2)CC1	-3.0	-29.7%	-0.9	0.7	-4.3%	-6.9%	-1.2%	-3.4%	0.0
S=C1CCC(c2ccc(Br)cc2)=NN1c1ccccc1	2.8	-1.5%	0.2	-1.0	12.2%	-1.1%	0.8%	0.0%	-8.0
Brc1cccc(/C=N\n2cnnc2)c1	.	-0.2%	0.6	2.7	44.5%[activator]	1.6%	2.7%	4.8%	-11.0
CC(C)c1ccc(-c2nnn(CCC#N)n2)cc1	1.6	-2.2%	-1.6	-2.4	34.1%[activator]	16.7%	13.6%	-8.3%	0.7
CC(C)(C)C(=O)/C=C1\SCC(=O)N1CC(=O)N1CCN(c2ccccc2)CC1	0.4	3.8%	2.0	-6.6	2.4%	6.4%	-2.1%	-3.7%	3.9
COc1ccc(/C=C2\SC(=S)N(CC(=O)NC3CCS(=O)(=O)C3)C2=O)cc1 (configuration not stated)	-8.6	-11.5%	-1.1	5.7	1.9%	-5.9%	-10.9%	-7.0%	-13.2
Cc1cc(=O)oc2c(C)c(OC(C)C(=O)NC3CCN(Cc4ccccc4)CC3)ccc12 (configuration not stated)	0.6	2.4%	0.4	-15.5	17.1%	-3.6%	-3.8%	2.0%	4.5
O=C(NCCCCc1ccccc1)c1cccc(NC(=O)C2CCCC2)c1	-7.0	-5.3%	0.1	1.2	?	-5.2%	-1.7%	-3.9%	-1.0
C/C(O)=C\c1nc(=O)c2c(C)cc(C)nc2n1-c1ccccc1	.	3.2%	-1.3	2.7	-22.6%	-4.1%	-3.3%	0.4%	?
Cc1nnc(SCC2=C(C(=O)O)N3C(=O)C(NC(=O)c4cc(F)c(F)cc4Cl)C3SC2)s1 (configuration not stated)	1.6	-6.2%[11.6 µM]	0.3	-4.1	-0.9%	0.2%	-1.2%	?	-6.4
CC(C)Cn1c(N)c(C(=O)COC(=O)/C=C/c2cccs2)c(=O)n(C)c1=O	-2.0	-13.9%	-0.6	33.3*	?	11.5%	0.3%	-8.7%	1.4
CCCNC(=O)CCNC(=O)[C@H](O)C(C)(C)CO	-2.6	-1.6%	-0.4	-4.7	8.9%	-2.2%	0.8%	-12.7%	-1.8
COc1ccc(N2CCN(C(=O)c3cc4c(=O)oc5ccc(C)cc5c4s3)CC2)cc1	.	.	.	3.5	-2.6%	-0.1%	10.6%	.	.
Cn1cccc1CC(=O)NNC(=S)NC(=O)c1ccccc1Br	?	-3.7%	0.1	4.8	16.4%	-0.3%	-3.2%	-16.4%	-17.1
CC1(c2ccc(Cl)cc2)NC(=O)N(CC(=O)NCc2cccs2)C1=O (configuration not stated)	-0.7	-9.3%	1.8	0.4	1.6%	-2.4%	-4.8%	-1.9%	-5.0

# Overlap with the part before: two entries; new compounds follow.
structure	PI5P4Ka inh	WRN inhibitor	IL-2 act	D3 ag	GLP1R inv ag	GLP-1R agonist	GLP1R cytotox	PLK1 PBD inh	D3 antag
Cn1cccc1CC(=O)NNC(=S)NC(=O)c1ccccc1Br	?	-3.7%	0.1	4.8	16.4%	-0.3%	-3.2%	-16.4%	-17.1
CC1(c2ccc(Cl)cc2)NC(=O)N(CC(=O)NCc2cccs2)C1=O (configuration not stated)	-0.7	-9.3%	1.8	0.4	1.6%	-2.4%	-4.8%	-1.9%	-5.0
Cc1cc(C)cc(NC(=O)CCc2ccc(C)o2)c1	5.7	0.7%	-0.1	-3.4	?	7.5%	0.0%	-3.6%	0.1
CC(C)NS(=O)(=O)c1ccc(N2C(=O)c3ccccc3C2=O)cc1	.	-8.4%	-2.4	-27.6	0.0%	-7.2%	10.7%	-9.8%	13.4
COc1ccccc1NC(=O)N1CCCC1C(=O)NCCc1ccccc1 (configuration not stated)	1.8	3.4%	-0.2	2.8	-7.6%	-0.6%	-34.0%	-2.2%	0.1
CN1C(=O)NC(c2ccccc2Cl)C2=C1CC(C)(C)CC2=O (configuration not stated)	-3.7	9.8%	0.7	2.4	-6.6%	7.2%	-8.1%	-1.1%	0.9
COc1ccc(-n2c(C)cc(/C=C3\SC(=O)NC3=O)c2C)cc1	?	-32.5%	-2.8	-12.3	11.5%	5.0%	-2.5%	-25.8%	-1.4
CCc1ccc2nc(NC(=O)c3ccc(N4C(=O)CCC4=O)cc3)sc2c1	-1.5	-2.5%	-3.0	4.1	17.7%	4.9%	-11.6%	2.5%	2.3
CSc1ccccc1NC(=O)CN(C)C(=O)C1CCN(C(=O)Nc2ccccc2)CC1	-1.4	3.1%	0.1	-8.6	2.3%	8.9%	-0.4%	-8.3%	5.4
CCOC(=O)C1(Cc2ccccc2C)CCCN(Cc2cn(C)nc2C)C1 (configuration not stated)	-3.2	-0.7%	-0.3	-2.7	-12.5%	8.0%	-14.0%	-14.0%	-7.6
Cc1ccc(C)c(N2CCN(C(=O)CN3C(=O)COc4ccc(S(=O)(=O)N5CCC(C)CC5)cc43)CC2)c1	.	.	.	-9.8	-13.4%	-4.7%	1.3%	.	.
CCOc1ccc(C(=O)c2cn(CC(=O)Nc3cccc(OC)c3)c3cc4c(cc3c2=O)OCCO4)cc1	.	.	.	-15.2	0.9%	-0.3%	8.8%	.	.
COc1ccc(CNC(=O)COC(=O)CN2C(=O)C(C)Oc3ccc(C)cc32)cc1 (configuration not stated)	-4.8	1.5%	-0.5	23.7	2.0%	1.2%	0.9%	-1.6%	5.8
Cc1[nH]c(=S)c(C#N)c(C)c1C(=O)Nc1ccccc1	-13.9	-29.6%[57.1 µM]	-3.3	-11.8	0.4%	-12.3%	6.0%	?	50.6
O=C(CN1CCN(Cc2ccccc2)CC1)Nc1cccc(C(F)(F)F)c1	.	2.8%	-1.9	-27.5	-27.3%	17.7%	-3.7%	-3.0%	-13.6
CCOC(=O)c1ccc(NS(=O)(=O)c2cccc3nsnc23)cc1	-3.4	-8.8%	-0.4	-7.9	0.5%	10.2%	5.2%	-2.3%	-10.5
CCc1ccc(NC(=O)COC(=O)CC2CCCC2)cc1	-3.5	-0.7%	-2.9	1.5	2.6%	-0.3%	0.2%	-5.8%	0.3

# From PubChem BioAssay
